Compound activity deposited in PubChem BioAssay by Broad Institute.
RAD54 branch: blocks human RAD54 Holliday junction branch migration | FAM/BHQ fluorescence | inhibition, % at 10.4 µM | hit rate 0.14% among 360,000;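 active = mean normalized replicate activity at least 40 and at least half of replicates scoring 40 or more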;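 also: 0% = median of neutral control wells and 100% = median of positive control wells; inhibitors cause a drop in the FAM fluorescence signal; in these data hits start at about 50%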
Target sequence (Q92698 whole entry, looked up): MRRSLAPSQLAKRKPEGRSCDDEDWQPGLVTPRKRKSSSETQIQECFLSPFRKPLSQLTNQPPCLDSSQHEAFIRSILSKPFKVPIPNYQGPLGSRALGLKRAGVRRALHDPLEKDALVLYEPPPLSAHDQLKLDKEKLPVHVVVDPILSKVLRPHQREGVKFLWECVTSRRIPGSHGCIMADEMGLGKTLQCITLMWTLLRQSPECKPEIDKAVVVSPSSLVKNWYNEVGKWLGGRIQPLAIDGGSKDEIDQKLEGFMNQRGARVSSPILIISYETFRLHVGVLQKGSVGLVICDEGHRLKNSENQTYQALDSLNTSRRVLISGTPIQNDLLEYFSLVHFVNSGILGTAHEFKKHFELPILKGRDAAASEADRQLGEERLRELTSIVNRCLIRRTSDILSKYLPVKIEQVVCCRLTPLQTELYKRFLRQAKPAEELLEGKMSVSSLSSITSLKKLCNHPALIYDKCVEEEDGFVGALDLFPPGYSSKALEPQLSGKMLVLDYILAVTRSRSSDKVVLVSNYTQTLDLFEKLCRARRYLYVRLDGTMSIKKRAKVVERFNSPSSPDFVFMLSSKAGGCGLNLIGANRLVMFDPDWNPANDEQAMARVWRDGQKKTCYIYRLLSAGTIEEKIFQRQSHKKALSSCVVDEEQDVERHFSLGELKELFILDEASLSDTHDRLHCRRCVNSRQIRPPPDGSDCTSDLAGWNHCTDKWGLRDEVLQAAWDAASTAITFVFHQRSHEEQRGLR
An asterisk follows results filed as active. An excerpt, so the mix of outcomes need not match the whole.

SMILES | RAD54 branch
COc1ccc(NS(=O)(=O)Cc2ccccc2Cl)cn1 | -17
C=CCNC(=O)C1CC(=O)N(c2ccc(OCC(=O)Nc3ccccc3)cc2)C1 (configuration not stated) | -6
C=CCn1c(=O)/c(=C/c2ccc(C)o2)s/c1=C(/C#N)C(=O)c1ccccc1 | -135
O=C1N=C(N2CCOCC2)S/C1=C/c1cccs1 | 7
CCOc1ccc(C(=O)NCc2ccncc2)cc1OCC | -3
CS(=O)(=O)N(CC(=O)NCCC1=CCCCC1)C1CCCCC1 | -1
O=C(O)C1C(c2ccccc2)C(C(=O)OCc2ccco2)C1c1ccccc1 (configuration not stated) | -10
O=C(O)CCn1cnc2ccccc2c1=O | 14
CC1(C(=O)NC2CCCC2)CCC(=O)N1Cc1ccccc1 (configuration not stated) | 7
O=C(Nc1ccc(N2CCN(Cc3ccccc3)CC2)cc1)c1ncn[nH]1 | 7
COc1cc2c(cc1NS(=O)(=O)N1CCCC1)oc1ccccc12 | 4
COC(=O)CCC(=O)COc1ccccc1C#N | 3
CC(C)NC(=O)CN(Cc1ccccc1)S(=O)(=O)c1ccccc1 | -53
O=C(C(NS(=O)(=O)c1cccs1)c1ccccc1)N1CCN(c2ccccc2F)CC1 (configuration not stated) | -5
Cc1cc2n(n1)C(c1ccc3c(c1)OCO3)Nc1c(C)cccc1-2 (configuration not stated) | 0
Cc1cc(C)c2cc(CN(CCN3CCCC3)C(=O)Nc3ccc(F)cc3)c(=O)[nH]c2c1 | 8
CCOc1cc(C)c(S(=O)(=O)NC2CCCCC2)cc1C | 6
Nc1nc(Sc2ccc(C(F)(F)F)cc2[N+](=O)[O-])n[nH]1 | 3
O=C(NN1C(=O)c2ccccc2NC1c1ccccc1OCc1ccccc1)c1ccncc1 (configuration not stated) | 4
Cc1c(C(=O)O)oc2ccc(S(=O)(=O)N3CC(C)CC(C)C3)cc12 (configuration not stated) | -9
O=C(Nc1nccs1)C(=O)c1c[nH]c2ccccc12 | 5
c1cncc(-c2nn[nH]n2)c1 | -2
COc1cccc(/C(O)=C2/C(=O)C(=O)N(CCN(C)C)C2c2ccccn2)c1 (configuration not stated) | 2
COCCn1c(=O)[nH]c2cc(C(=O)NC(C)C)ccc2c1=O | 4
COc1ccccc1-c1sc2ccccc2c1-c1ccc(C(C)=O)cc1 | 1
Continuation.
SMILES | RAD54 branch
CC(C)Cc1nc(N2CCN(C(=O)c3ccco3)CC2)c(C#N)c2c1CCC2 | -10
O=C(NC1CCCCC1)NC1(C(=O)N2CCN3CCCC3C2)CCCCC1 (configuration not stated) | 1
CCCOC(=O)c1ccc(Oc2c(-c3ccc(O)cc3O)n[nH]c2C)cc1 | -11
CC12C(=O)N(Cc3ccco3)C(=O)C1C1c3ccccc3C2c2ccccc21 (configuration not stated) | -7
Cc1ccc2nc(NC(=O)CSCc3ccccc3)sc2c1 | 5
Cc1cccc(OCc2nnc(SCC(=O)OC3CCCCC3)o2)c1 | -14
O=C(Nc1ccc(Oc2ccc(NC(=O)C3CCCO3)cc2)cc1)C1CCCO1 (configuration not stated) | -3
Cc1onc(-c2c(Cl)cccc2Cl)c1C(=O)N1C=CC(C(F)(F)F)=NCC1 | 4
O=C(NC1CC1)c1ccc(S(=O)(=O)NC2CCCCCC2)cc1 | -4
COc1ccc(CN=CC2=C(O)CNC2=O)cc1 | 0
CCOC(=O)c1sc2ncn(CC(=O)NCC3CCCO3)c(=O)c2c1C (configuration not stated) | 2
Cc1nc(-c2cccc(NS(=O)(=O)c3ccc4ccccc4c3)c2)cs1 | 5
O=C1C2CC=CCC2C(=O)N1c1ccc(Cc2ccncc2)cc1 (configuration not stated) | 0
COc1ccc(/C(O)=C2/C(=O)C(=O)N(c3nc(C)c(C)s3)C2c2ccco2)cc1 (configuration not stated) | -16
Cc1cc(/C=N/n2cnnc2)c(C)n1-c1ccc(Cl)cc1Cl | 2
O=C(COc1ccc(S(=O)(=O)NC2CCCCC2)cc1Cl)NCC1CCCO1 (configuration not stated) | -8
CCc1nc(SCC(=O)NCc2ccco2)c2c3c(sc2n1)CCCC3 | 2
CCOC(=O)CNC(=O)c1cccnc1 | 3
C/C(=N\O)C(=O)OC1CC(C)CCC1C(C)C (configuration not stated) | -6
Cc1csc(NC(=O)c2ccccc2[N+](=O)[O-])n1 | -2
O=C(Nc1ccc2oc(-c3ccncc3)nc2c1)c1cccs1 | -2
CCCC(c1nnnn1Cc1ccco1)N1CCC(C(N)=O)CC1 (configuration not stated) | -5
C=CCN(CC=C)S(=O)(=O)c1ccc(NC(=S)NC(=O)c2ccc(-c3ccccc3)cc2)cc1 | 8
O=C(CN1CCN(CC(=O)Nc2ccc3c(c2)OCO3)CC1)Nc1ccc(F)cc1 | 0
CCOC(=O)CCS(=O)(=O)c1nc(-c2ccccc2)cc(C(F)(F)F)n1 | 12
Other compounds
SMILES | RAD54 branch
COc1cc(NC(=O)c2cccs2)c(C(=O)OCC(=O)NCc2ccccc2)cc1OC | -3
COc1ccc(NC(=O)CN(C)C(=O)c2cc3c(s2)CCC3)cc1 | 8
CC(=O)/C=C(\C)Nc1ccc(-c2cnc(-c3ccccc3)o2)cc1 | -5
CSc1ccc(C(=S)N2CCN(C(c3ccccc3)c3ccccc3)CC2)cc1 | -1
CC(C)CCn1nnnc1C(c1ccccc1F)N1CCC(C(N)=O)CC1 (configuration not stated) | -7
O=C1CCCN1c1ccc(S(=O)(=O)Oc2cccc(Cl)c2)cc1[N+](=O)[O-] | -4
Cc1ccc(-c2csc3nnc(SCC(=O)NCc4ccc5c(c4)OCO5)n23)cc1 | -9
CCn1c(CNC(C)=O)nnc1SCC(=O)c1ccc(Br)cc1 | -4
C=C(C)CN(CC)C(=O)COc1ccc(S(=O)(=O)Nc2ccc(OC)cc2)cc1 | -16
COc1ccc(N2CCN(C(=O)Nc3ccc(S(=O)(=O)N(C)C)cc3)CC2)cc1 | 8
N#Cc1cn(CCOc2ccc(F)cc2)c2ccccc12 | -5
CCOc1ccccc1N1CCN(C2=C(NS(=O)(=O)c3cccs3)C(=O)c3ccccc3C2=O)CC1 | 2
CCOc1ccccc1C(=O)NCc1ccc2c(c1)OCO2 | 2
CCc1ccc(-c2csc(NC(=O)C3CCCO3)c2C(=O)OC(C)C)cc1 (configuration not stated) | -2
CC1CC(C)CN(c2ncc3c(n2)CC(c2ccccc2)CC3=O)C1 (configuration not stated) | -1
Cc1noc(C)c1COc1ccc(C(=O)NCc2ccccn2)cc1 | 0
Cc1cc(C)c(C#N)c(SCS(=O)c2ccc(C(C)(C)C)cc2)n1 (configuration not stated) | -8
CCCCCOc1ccc(C(=O)NCC(=O)NCC(=O)OCC)cc1 | 1
S=c1[nH]nc(Cc2ccccc2)n1-c1ccccc1 | 16
CCc1cc2c(=O)nc3n(c2s1)Cc1ccccc1/C3=C(/O)c1cccc([N+](=O)[O-])c1 | -6
CCn1c(N)c(C(=O)NC)sc1=S | -9
COc1cccc(N2CCN(C(=O)NC3CCCCC3)CC2)c1 | 5
O=C(CSc1nnc(CNc2cccc(C(F)(F)F)c2)n1Cc1ccco1)NCc1ccco1 | -15
CCOc1c(Cl)cc(C(=O)Nc2ccccc2C(=O)O)cc1Cl | 7
O=C(O)C1CC=CCC1C(=O)Nc1ccccc1C(=O)N1CCN(c2ccccc2)CC1 (configuration not stated) | -5

Random excerpt: two records from the list.
SMILES | RAD54 branch
CCOc1ccccc1C(=O)NCc1ccc2c(c1)OCO2 | 2
N#Cc1cn(CCOc2ccc(F)cc2)c2ccccc12 | -5

Carrying on.
SMILES | RAD54 branch
Cc1noc(C)c1COc1ccc(C(=O)OCC(=O)N2CC3(C)CC2CC(C)(C)C3)cc1 (configuration not stated) | -6
CC(=O)CC(=O)NC(=NC1CCCCC1)Nc1nc(C)cc(C)n1 | -5
Cc1ccc(C(=O)NC2CCS(=O)(=O)C2)cc1S(=O)(=O)N1CCOCC1 (configuration not stated) | 0
Cc1cccn2c(=O)c3cc(C(=O)NCCCN4CCCC4=O)n(C)c3nc12 | 13
O=C(Cc1ccccc1)NC(Nc1cccc2ccccc12)C(Cl)(Cl)Cl (configuration not stated) | 5
COc1ccc(OC)c(C2C3CN(C(C)C)CC=C3C(C#N)=C(N)C2(C#N)C#N)c1 (configuration not stated) | -30
Cc1c(C#N)c2ccccc2n1CC(=O)N1CCCC1 | -5
CCOC(=O)C1=C(O)/C(=C\c2ccc(CNC(=O)C(=O)Nc3ccccc3)o2)N=C1C | -8
Cc1cc(C)cc(OCC(=O)Nc2ccccc2C(=O)NCc2ccco2)c1 | 8
Cc1ccc(Cn2ccc(NC(=O)c3nn(C)cc3Cl)n2)cc1 | -14
Cn1c(NCCCN2CCOCC2)nc2c1c(=O)n(Cc1ccc(Cl)c(Cl)c1)c(=O)n2C | 10
Cc1[nH]c2ccc(-c3nnc(SCC(=O)NCc4ccco4)n3Cc3ccccc3)cc2c1C | -5
O=S(=O)(c1ccc(N2CCN(CCO)CC2)nc1)N1CCCCC1 | -1
CN(C)c1nc(NCc2ccccc2)nc(Oc2ccc(=O)[nH]n2)n1 | 2
O=C(NCC1CCCO1)c1cc(-c2ccncc2)nc2ccc(S(=O)(=O)N3CCOCC3)cc12 (configuration not stated) | -2
CCCCC(CCC(=O)O)(C(=O)OCC)c1csc(N)n1 (configuration not stated) | -3
O=C(Nc1ccc2nc(-c3cccs3)[nH]c2c1)c1cccs1 | 10
CC1=[N+]([O-])C(C)(C)CC(C)(C)c2ccccc21 | 7
O=C(O)C(Cc1cc2ccccc2[nH]1)N1C(=O)C2CC=C(Cl)CC2C1=O (configuration not stated) | -18
CCOC(=O)c1c2c(c(=S)n(-c3ccccc3)c1N)CCC2 | 4
CCOC(=O)c1ccccc1NC(=O)CSc1nnc(Cc2cccn2C)n1-c1ccc(F)cc1 | -11
CCOCCCNC(=O)COc1ccc(OC)cc1 | -9
c1ccc(Oc2cccc(OCCn3cncn3)c2)cc1 | 1
Cc1cccc(-c2nc(CSCC(=O)NCCCN3CCOCC3)c(C)o2)c1 | -3
COC(=O)c1cccc(COC(=O)c2ccc(CS(=O)(=O)c3ccc(C)cc3)cc2)c1 | 0
Next entries
SMILES | RAD54 branch
O=C(NCC(c1cccnc1)N1CCN(c2ccccc2)CC1)c1ccco1 (configuration not stated) | 15
CCN(C(=O)CSc1nc2cc(C(=O)OC)ccc2c(=O)n1Cc1ccco1)c1cccc(C)c1 | -6
COc1cc2c(cc1NC(=O)C(C)OC(=O)C1CC(=O)N(Cc3ccco3)C1)oc1ccccc12 (configuration not stated) | 2
N#C/C(=C\c1c(N2CCC(C(N)=O)CC2)nc2ccccn2c1=O)S(=O)(=O)c1ccccc1 | -4
CCSc1ncc(/C=N/Nc2ccc(Cl)cc2)n1C | 8
CCn1c(SCC(=O)NC(=O)NCc2ccco2)nnc1-c1cccs1 | 4
COc1ccc(C(=O)NCCc2nnc(SCC(=O)Nc3ccccc3C(C)C)n2C)cc1 | -7
O=C(O)CCCNS(=O)(=O)c1ccc(NCc2ccccc2)c(C(=O)O)c1 | 4
Cc1cc(NC(=O)COC(=O)C2CCN(C(=O)c3ccc(Cl)cc3)CC2)no1 | -3
CC(C)OC(=O)CSc1nnc(CNc2ccc(Cl)cc2)n1Cc1ccccc1 | 10
O=C(NC1CC2CCCC(C1)N2C(=O)NC1CCCCC1)c1ccc(F)cc1 (configuration not stated) | 2
COc1ccccc1N1CCN(CC(=O)Nc2cccc(F)c2)CC1 | -2
COCCCNC(=O)C12CCC(C)(C(=O)C1)C2(C)C (configuration not stated) | -2
C=CCc1c(NCCO)nc(C)[nH]c1=O | 7
Cc1c(NS(=O)(=O)c2cccc(C(=O)NCc3ccccc3)c2)c(=O)n(-c2ccccc2)n1C | 2
COc1ccccc1C1CC(c2ccc(Cl)cc2)Nc2nc(N)nn21 (configuration not stated) | 0
COc1ccc(OCc2nc3ccccc3[nH]2)cc1 | -2
C/C(O)=C\c1nc2ccccc2oc1=O | 2
Cc1ccc(CNC(=O)CCS(=O)(=O)c2cccc3nsnc23)cc1 | 0
COCCCn1c(C)nc2c(c1=O)c1nc3ccccc3nc1n2CCc1ccccc1 | -4
Cc1ccc2nc(NCCCO)nc(-c3ccccc3)c2c1 | -1
COC(=O)c1ccc(C(=O)OC)c(NC(=O)CSc2nc(-c3ccco3)cc(C(F)(F)F)n2)c1 | 2
Cc1ccc(S(=O)(=O)Nc2c(NC3CCCCC3)c3ccccc3oc2=O)c(C)c1 | 3
CC(OC(=O)C1CCN(S(=O)(=O)c2ccc(Cl)cc2)CC1)C(=O)N1CCc2ccccc21 (configuration not stated) | 1

A second format for part of the listing above:
SMILES	RAD54 branch
O=C(NCC(c1cccnc1)N1CCN(c2ccccc2)CC1)c1ccco1 (configuration not stated)	15
CCN(C(=O)CSc1nc2cc(C(=O)OC)ccc2c(=O)n1Cc1ccco1)c1cccc(C)c1	-6
COc1cc2c(cc1NC(=O)C(C)OC(=O)C1CC(=O)N(Cc3ccco3)C1)oc1ccccc12 (configuration not stated)	2
N#C/C(=C\c1c(N2CCC(C(N)=O)CC2)nc2ccccn2c1=O)S(=O)(=O)c1ccccc1	-4
CCSc1ncc(/C=N/Nc2ccc(Cl)cc2)n1C	8
CCn1c(SCC(=O)NC(=O)NCc2ccco2)nnc1-c1cccs1	4
COc1ccc(C(=O)NCCc2nnc(SCC(=O)Nc3ccccc3C(C)C)n2C)cc1	-7
O=C(O)CCCNS(=O)(=O)c1ccc(NCc2ccccc2)c(C(=O)O)c1	4
Cc1cc(NC(=O)COC(=O)C2CCN(C(=O)c3ccc(Cl)cc3)CC2)no1	-3
CC(C)OC(=O)CSc1nnc(CNc2ccc(Cl)cc2)n1Cc1ccccc1	10
O=C(NC1CC2CCCC(C1)N2C(=O)NC1CCCCC1)c1ccc(F)cc1 (configuration not stated)	2
COc1ccccc1N1CCN(CC(=O)Nc2cccc(F)c2)CC1	-2
COCCCNC(=O)C12CCC(C)(C(=O)C1)C2(C)C (configuration not stated)	-2
C=CCc1c(NCCO)nc(C)[nH]c1=O	7
Cc1c(NS(=O)(=O)c2cccc(C(=O)NCc3ccccc3)c2)c(=O)n(-c2ccccc2)n1C	2
COc1ccccc1C1CC(c2ccc(Cl)cc2)Nc2nc(N)nn21 (configuration not stated)	0
COc1ccc(OCc2nc3ccccc3[nH]2)cc1	-2
C/C(O)=C\c1nc2ccccc2oc1=O	2
Cc1ccc(CNC(=O)CCS(=O)(=O)c2cccc3nsnc23)cc1	0
COCCCn1c(C)nc2c(c1=O)c1nc3ccccc3nc1n2CCc1ccccc1	-4
Cc1ccc2nc(NCCCO)nc(-c3ccccc3)c2c1	-1
